Screening results from PubChem.
Abeta rescue – qHTS for compounds that reverse cellular toxicity of Amyloid beta (A-beta) peptide in yeast: Primary Screen | Potency, µM (top dose mostly 46.1 µM), for inactives: at the highest dose growth rescue, usual class: activators | yeast expressing A-beta42, growth rescue, OD600, 48 h; response scale: 0% DMSO, 100% iron-clioquinol control | actives 0.063% (n = 410,000); note: potency is the fitted concentration of half-maximal effect; nearly all actives have a fitted effect of over 55% in size
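Growth rescue measured by 600 nm absorbance after 48 h yeast culture at 30 C with compound. Values normalized between DMSO and an equimolar ferric chloride plus clioquinol control.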
GLP-1R agonist – qHTS of GLP-1 Receptor Agonists; Glucagon-like peptide 1 receptor (Homo sapiens), P43220; HEK293 GLP-1R CRE-luciferase, luminescence, 4-6 h; cells express a hypersensitive GLP-1R form; Potency, µM (series often up to 45.6 µM), inactives show at the highest dose activation, actives largely listed as activators; actives 0.007% (n = 380,000); AID 624172, 2012; note: potency is the fitted concentration of half-maximal effect; % of control where 0% means no effect
Target sequence (P43220 whole entry, looked up): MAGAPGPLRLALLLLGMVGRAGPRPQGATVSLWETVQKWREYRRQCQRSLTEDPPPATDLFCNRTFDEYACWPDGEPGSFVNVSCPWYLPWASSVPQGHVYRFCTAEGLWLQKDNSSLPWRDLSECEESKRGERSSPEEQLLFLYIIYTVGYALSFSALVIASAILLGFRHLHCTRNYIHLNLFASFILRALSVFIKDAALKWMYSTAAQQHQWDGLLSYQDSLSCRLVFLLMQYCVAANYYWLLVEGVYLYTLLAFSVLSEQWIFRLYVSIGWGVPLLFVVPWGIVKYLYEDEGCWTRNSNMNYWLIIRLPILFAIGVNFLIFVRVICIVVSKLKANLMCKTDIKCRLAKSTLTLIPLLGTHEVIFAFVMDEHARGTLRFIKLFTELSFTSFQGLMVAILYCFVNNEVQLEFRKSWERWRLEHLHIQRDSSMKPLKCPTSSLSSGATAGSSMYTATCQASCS
PTHR1 ag – qHTS for PTHR1 Agonists: Primary Screen. Parathyroid hormone/parathyroid hormone-related peptide receptor (Homo sapiens), Q03431. HEK293 GP2 PTHR1 cells, GloSensor cAMP luminescence, 1 h. Potency, µM (doses to about 115 µM), without a hit: at the top dose activation, hits mostly activators. actives 0.075% (n = 410,000); note: potency is the fitted concentration of half-maximal effect; nearly all actives have a fitted effect of over 55% in size; some results filed as inactive show a strong effect at the top dose; inactives centre near -15; many of its hits are not listed in these tables
Target sequence (Q03431 whole entry, looked up): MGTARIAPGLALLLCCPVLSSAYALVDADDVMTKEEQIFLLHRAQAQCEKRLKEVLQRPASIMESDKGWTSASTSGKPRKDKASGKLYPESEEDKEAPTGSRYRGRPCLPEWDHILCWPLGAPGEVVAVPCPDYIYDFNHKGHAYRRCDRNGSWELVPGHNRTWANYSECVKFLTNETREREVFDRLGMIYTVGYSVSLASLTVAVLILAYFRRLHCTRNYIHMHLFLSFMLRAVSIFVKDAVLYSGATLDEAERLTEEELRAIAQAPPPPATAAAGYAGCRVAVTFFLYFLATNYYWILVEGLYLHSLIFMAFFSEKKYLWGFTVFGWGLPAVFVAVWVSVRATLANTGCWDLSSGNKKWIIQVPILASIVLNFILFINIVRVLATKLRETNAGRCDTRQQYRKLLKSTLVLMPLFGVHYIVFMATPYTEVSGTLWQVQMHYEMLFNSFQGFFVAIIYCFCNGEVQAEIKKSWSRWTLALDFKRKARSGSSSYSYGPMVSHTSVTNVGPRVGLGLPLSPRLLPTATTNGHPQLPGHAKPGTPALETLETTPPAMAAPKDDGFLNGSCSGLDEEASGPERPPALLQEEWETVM
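HEK-293-derived GP2 cells expressing PTHR1 and a GloSensor cAMP reporter, 3,000/well, plated overnight, given luciferin plus IBMX (each 0.5 mM as added) for 1 h at 37 °C, then compound for 1 h at 37 °C. Luminescence was read after 15 min at room temperature.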
FUS suppressor – qHTS for Suppressors of FUS Proteinopathy: Primary screen using FUS-linked yeast assay; S. cerevisiae FUS-expressing, growth rescue, OD600, 24 h; Potency, µM (doses to about 76.6 µM), without a hit: at the top dose growth rescue (activation), usual class: activators; actives 0.24% (n = 390,000); AID 1347120, 2019;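 note: potency is the fitted concentration of half-maximal effect; plate controls were DMSO vehicle for no effect and reference control for full effect; nearly all actives have a fitted effect of over 55% in size; some results filed as inactive show a strong effect at the top dose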
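Toxicity suppression screen in FUS-yeast. Cells induced with 2% galactose, starting OD 0.005, treated 24hr at 30C with compounds at multiple final concentrations; growth by OD600.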
DRD3 antagonist – qHTS of D3 Dopamine Receptor Antagonist: qHTS | D3R cells, DiscoveRx beta-arrestin luminescence, antagonist mode; stronger effect = lower value | max response, negative = inhibition, % | actives 2.5% (n = 360,000) | AID 652054, 2013; in the data active = max response below about -50%; inconclusive = no clear call, values can overlap the other calls; note: % is set by controls: 0 for no effect and ±100 for the full control effect; mostly tested at two doses, the higher about 12 µM
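Cells expressing the human receptor were seeded at 1500 cells/well, incubated overnight at 37 degrees C in 5% CO2, then exposed to library compounds with dopamine controls for 90 minutes at 37 degrees C before luminescent detection.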
aSyn rescue – qHTS of alpha-syn Inhibitors | Yeast expressing alpha-synuclein, growth rescue, BacTiter-Glo, 24 h | Potency, µM (doses to about 46.1 µM), inactives show top-dose growth rescue (activation), actives largely listed as activators | actives 0.14% (n = 370,000); note: potency is the fitted concentration of half-maximal effect; % of control where 0% means no effect; nearly all actives have a fitted effect of over 65% in size
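Rescue of yeast growth: cells expressing toxic alpha-synuclein, induced in galactose at OD600 0.02, incubated with compound 24 h at 30 C. ATP luminescence quantified growth; inhibitors of toxicity appear as activators.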
Akt phos inh – HTS Assay for Inhibitors of Akt Phophorylation: Primary Screen; actives 0.32% (n = 360,000); Neuro2A IGF-stimulated pAkt S473 HTRF, 20 min; stronger effect = lower value; activity change, % for hits at 50 µM; in the data active = activity change below about -80%; inconclusive = mostly about -51% to -80%; note: % is set by controls: 0 for no effect and ±100 for the full control effect
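Neuro2A cells (4,500/well, DMEM with 0.5% FBS) were treated with compound at a single 50 µM final concentration, stimulated with 6 nM IGF for 20 min at 37 °C, and lysed. Phospho-Akt Ser473 was read by HTRF as 665/615 ratio ×10^4.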
GLP1R inv ag – qHTS of GLP-1 Receptor Inverse Agonists (Inhibition Mode); actives 1.6% (n = 410,000); Glucagon-like peptide 1 receptor (Homo sapiens), P43220; HEK293 GLP-1R CRE-luciferase, luminescence, 24 h; GLP-1R form is constitutively active; Potency, µM (titrated, usually from 38.3 µM), for inactives: at the top dose activity change, negative = inhibition, most hits filed as inhibitors; note: potency is the fitted concentration of half-maximal effect; % is set by controls: 0 for no effect and ±100 for the full control effect; nearly all actives have a fitted effect of over 55% in size
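Cells are plated, allowed 12 hours at 37 deg C, then treated with compounds for 24 hr before luciferase detection reagent is added and luminescence is read after 12 min at room temperature. The HEK293 line carries constitutively active GLP-1R with a cAMP-responsive reporter.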
TDP-43 yeast inh – qHTS of TDP-43 Inhibitors. TDP-43 expressing yeast growth rescue, BacTiter-Glo, 24 h. Potency, µM (series often up to 46.1 µM), inactives show at the top dose growth rescue (activation), usual class: activators. actives 1.8% (n = 410,000); note: potency is the fitted concentration of half-maximal effect; % of control where 0% means no effect; nearly all actives have a fitted effect of over 50% in size
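Cell-based yeast growth screen: TDP-43 expression induced in galactose, inoculum OD600=0.02 after raffinose pregrowth to mid-log. Read-out BacTiter-Glo luminescence at 24 hr, 30 deg C; inhibition of toxicity seen as signal increase.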
The depositor's hits bear a star; i = inactive; u = inconclusive; x = not tested or not shown; [ ] = another dose, or the depositor's remark. Unless noted, calls come from the whole dose curve; as a rule, active = well fitted curve in the direction sought with a large enough effect; inconclusive = small, poorly fitted or top-dose-only effect, or another doubt; inactive = no such curve, though single readings can be large; an effect the other way counts as inactive or inconclusive.

SMILES	Abeta rescue	GLP-1R agonist	PTHR1 ag	FUS suppressor	DRD3 antagonist	aSyn rescue	Akt phos inh	GLP1R inv ag	TDP-43 yeast inh
CC(OC(=O)Cc1ccc(Br)cc1)C(=O)NC1CCCCC1C (stereo unspecified)	-2%	-2%	-15%	23%	-15	-11%	i	u	14%
COc1cc2oc(=O)c(CC(=O)N3CCCCC3)c(C)c2cc1Cl	-5%	x	-15%	-16%	x	x	x	-3%	20%
CCC(Sc1nc2cc(OC)c(OC)cc2c(=O)n1CCc1ccc(S(N)(=O)=O)cc1)C(=O)NCCOC (stereo unspecified)	0%	12%	i	u	3	-3%	i	0%	-14%[1.82 µM]
CCCN1CCN(CCNC(=O)Nc2cc(OC)cc(OC)c2)CC1	-11%	x	i	-3%	x	x	x	8%	14%
COc1ccccc1CNc1cc(C)nc2nc(-c3ccc(C)cc3)nn12	-16%	10%	-22%	3%	x	-5%	x	-27%	23%
CCOC(=O)c1ccc(NC2=CC(=O)C(=O)c3ccccc32)cc1	-12%	-8%	i	20%	-17	-1%	i	u	16%
Cc1ccc2oc(=O)cc(CN3CCCCC3)c2c1	-16%	10%	-10%	8%	5	0%	i	-6%	-11%
O=C(c1ccc(Cl)c(Cl)c1)N1CCOCC1	-7%	1%	i	-23%	18	2%	i	-16%	1%
O=C(O)COc1ccccc1/C=N/NC(=O)CSc1nc2ccccc2c(=O)n1-c1ccc(Cl)cc1	-8%	2%	-4%	-17%	-16	-2%	i	-3%	-4%
C[C@H]1CNC(=O)c2c(C(=O)NC3CCN(C(=O)OC(C)(C)C)CC3)ncn21	-20%	-1%	-9%	-13%	u	-9%	i	23%	-3%
CCc1noc(C)c1C(=O)N1CCN(S(=O)(=O)c2ccc(Cl)cc2)CC1	3%	0%	-8%	9%	-3	2%	i	-27%	11%
O=C1c2ccccc2C(=O)C1c1ccnc2ccccc12	-13%	-9%	-53%[inhibitor]	11%	-16	18%	-122%*	u	16%
CCCS(=O)(=O)c1c(S(=O)(=O)CCC)c2c(N)cccn2c1C(=O)OC	8%	-6%	0%	3%	-5	0%	i	5%	8%
Cc1csc(SCC(=O)Nc2cccc3nsnc23)n1	-9%	-37%[inhibitor]	i	1%	-19	14%	i	u	13%
CCCC1=Nc2cc(C(=O)NCC(C)c3ccccc3)ccc2Sc2ccccc21 (stereo unspecified)	5%	-2%	i	33%	x	x	x	3.2µM*	10%

Full records, quoted from the list:
CCc1noc(C)c1C(=O)N1CCN(S(=O)(=O)c2ccc(Cl)cc2)CC1 across the screens: Abeta rescue = 3%; GLP-1R agonist = 0%; PTHR1 ag = -8%; FUS suppressor = 9%; DRD3 antagonist = -3; aSyn rescue = 2%; Akt phos inh = i; GLP1R inv ag = -27%; TDP-43 yeast inh = 11%
CCC(Sc1nc2cc(OC)c(OC)cc2c(=O)n1CCc1ccc(S(N)(=O)=O)cc1)C(=O)NCCOC (stereo unspecified) across the screens: Abeta rescue = 0%; GLP-1R agonist = 12%; PTHR1 ag = i; FUS suppressor = u; DRD3 antagonist = 3; aSyn rescue = -3%; Akt phos inh = i; GLP1R inv ag = 0%; TDP-43 yeast inh = -14%[1.82 µM]

(further entries)
SMILES	Abeta rescue	GLP-1R agonist	PTHR1 ag	FUS suppressor	DRD3 antagonist	aSyn rescue	Akt phos inh	GLP1R inv ag	TDP-43 yeast inh
CCOc1cccc(-c2c(C(=O)N/N=C/c3cccnc3)nnn2-c2nonc2N)c1	6%	-5%	-9%	-13%	-3	-9%	i	-14%	4%
O=C(NCCCCCCNC(=O)OC1CCS(=O)(=O)C1)OC1CCS(=O)(=O)C1 (stereo unspecified)	5%	-10%	-6%[57.5 µM]	-1%	5	-6%	i	0%	-1%
Cc1ccc(CNC(=O)CCc2c(C)nc3c(c(C)nn3-c3ccc(C)cc3)c2C)cc1	1%	-4%	i	-5%	8	1%	i	6%	u
Cc1ccc(Cn2c(=O)c3cccnc3n(Cc3ccc(C)cc3)c2=O)cc1	-2%	x	i	0%	x	x	x	5%	12%
CCCC(=O)Nc1sc(Cc2ccccc2)c(C)c1C(N)=O	17%	12%	-2%	2%	5	-20%	i	-3%	18µM*
CC(=O)Cc1nsc(NC(=O)c2c(-c3ccccc3Cl)noc2C)n1	7%	4%	u	23%	-23	-3%	i	7%	-18%
COc1ccc(C(=O)NC2CC2)cc1OC1CCN(Cc2ccc(SC)cc2)CC1	1%	-3%	i	4%	-17	-2%	i	u	-5%
COc1ccc(-c2cc(C(F)(F)F)nc(SCC(=O)NCc3ccco3)n2)cc1OC	1%	12%	i	13%	18	10%	x	-20%	18%
COc1cccc(Cc2nc3ccccc3nc2SCC(=O)Nc2cccc(C)c2)c1	2%	x	-7%	6%	x	x	x	-17%	19%
O=C(Cn1cc2c(n1)CCCC2)NCc1cccc(Cl)c1	29%	-5%	i	-19%	-4	u	i	-28%	22%
CN(C(=O)COC(=O)c1ccc(Cl)s1)C1(C#N)CCCCC1	7%	9%	i	28%	0	2%	i	-18%	-26%
O=C(CN1C(=O)CCC1=O)Nc1ccc(S(=O)(=O)N2CCOCC2)cc1	3%	1%	-1%[57.5 µM]	24%	-5	-10%	i	-2%	0%
COc1ccccc1-c1cc(C(=O)N2CCCCC2C)no1 (stereo unspecified)	-9%	x	-36%[inhibitor]	16%	x	x	x	-19%	u
COc1ccc(OC)c(N(CC(=O)Nc2ccccc2F)S(=O)(=O)c2ccccc2)c1	8%	1%	-21%	20%	2	9%	i	-13%	-1%
CCc1ccc(NC(=O)CCc2nnc3n(C)c(=O)c4sccc4n23)cc1	0%	1%	-8%	-16%	x	x	x	18%	25%
CCS(=O)(=O)N1CCC(C(=O)NCc2ccccc2OC)CC1	-12%	-1%	u	-10%	2	-4%	i	5%	-19%
O=C(COc1cc(F)ccc1[N+](=O)[O-])NCCCc1ccccc1	-16%	13%	-24%	13%	12	13%	i	17%	13µM*
OC(c1ccc(F)c(F)c1)c1nc(-c2cncnc2)cs1 (stereo unspecified)	-4%	7%	-23%	1%	8	-3%	i	12%	u
CCOc1cc(NS(=O)(=O)c2ccc(NC(C)=O)cc2)c(OCC)cc1NC(=O)c1cccs1	12%	13%	-4%	44%	4	-6%	i	6%	14%
Cc1[nH]n(-c2ccc([N+](=O)[O-])cc2)c(=O)c1C=NCCN1CCN(C(=O)c2ccccc2)CC1	-42%[inhibitor]	1%	-9%	20%	u	-49%[inhibitor]	i	-2%	-59%[inhibitor]
O=C(CCN1C(=O)c2ccccc2C1=O)NCc1ccncc1	-1%	-7%	-12%[57.5 µM]	8%	-9	5%	x	3%	-13%
CC1CN(C(=S)c2cccc([N+](=O)[O-])c2)CC(C)O1 (stereo unspecified)	5%	2%	-23%	9%	-21	0%	i	-6%	8%
CCCCn1c(N)c(N(CCC(C)C)C(=O)c2cccc(N3C(=O)c4ccccc4C3=O)c2)c(=O)[nH]c1=O	1%	7%	0%	x	-23	0%	i	14%	9%
Cn1cnnc1SCC(=O)Nc1ccccc1F	-3%	0%	i	-8%	2	0%	i	2%	5%
CCCCC[C@H]1CN(Cc2ccc(OC)cc2)C(=O)[C@@H]1CC(=O)NCc1ccccc1	-15%	11%	i	u	-2	u	i	-14%	27%
O=C(COC(=O)/C=C/c1cccc(F)c1)Nc1cccc(S(=O)(=O)NC2=NCCCCC2)c1	6%	6%	i	21%	6	4%	i	12%	-5%
CC1C(=O)N(Cc2cn(CCC3OCCCO3)nn2)CCS(=O)(=O)N1Cc1ccc(-c2cccc(N(C)C)c2)cc1 (stereo unspecified)	-7%	0%	-17%	5%	-6	-5%	i	6%	-2%
CSc1ccc(/C=N/NC(=O)c2ccc(-n3cnnn3)cc2)cc1	-5%	0%	i	-9%	-5	1%	i	u	-6%
CCOC(=O)c1cc(NC(=O)c2ccc(OC)cc2)c(=O)oc1-c1ccccc1	-10%	-9%	-11%[57.5 µM]	11%	39	7%	i	9%	19%
CCc1nc2cccnc2n1-c1ccc(CC(=O)Nc2ccccc2Cl)cc1	1%	x	-45%[inhibitor]	16%	x	x	x	3%	20%
CCc1ccccc1NC(=S)N=Nc1c(O)n(C)c2ccc(S(=O)(=O)N3CCOCC3)cc12	-1%	8%	-21%	7%	-12	5%	i	u	-5%
S=c1[nH]cc(-c2ccccc2)n1-c1ccccc1	-3%	-2%	-35%[inhibitor]	12%	-7	-1%	i	u	7%
CN(C)c1ccc(C(CNS(=O)(=O)c2ccc(F)cc2)N2CCCC2)cc1 (stereo unspecified)	-12%	x	0%	-15%	x	x	x	5%	-6%
Cn1nc(C(F)(F)F)c(C#N)c1N1CCN(c2ccccc2F)CC1	19%	1%	-28%[57.5 µM]	5%	-6	-4%	-107%*	0%	-6%
COc1cccc(N2CCN(Cc3cc(=O)oc4cc(C)ccc34)CC2)c1	-2%	x	-1%	7%	x	x	x	-1%	18%
Cc1ccc(S(=O)(=O)c2cc(C#N)c(=O)[nH]c2N)cc1	-4%	-8%	i	1%	-8	15%	i	5%	-5%
CC(C)c1ccc(NC(=O)C2CCN(c3nc(-c4ccc(C(C)C)cc4)no3)CC2)cc1	-1%	x	-79%[inhibitor]	12%	x	x	x	-14%	15%
COc1ccc(C(O)c2nc(-c3ccoc3)cs2)cc1 (stereo unspecified)	4%	3%	i	-9%	10	6%	i	16%	29%
Cc1ccc(S(=O)(=O)NCc2ccccc2)cc1C(=O)NC1CCC(C)CC1 (stereo unspecified)	4%	-2%	-15%	5%	0	1%	i	u	-11%
COc1ccc(C(CNC(=O)c2ccc(Cl)s2)N2CCOCC2)cc1 (stereo unspecified)	6%	-4%	-22%	12%	-7	-6%	i	6%	4%

An excerpt; rates above refer to the full screens.
